Screens deposited in PubChem BioAssay by The Scripps Research Institute Molecular Screening Center.
PAFAH1B2 FP inh = blocks human PAF acetylhydrolase 1b catalytic subunit 2; P68402; recombinant PAFAH1B2, FP-rhodamine activity probe, fluorescence polarization; inhibition, % at 3.39 µM; 1.2% of 340,000 active; AID 492953;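 active = inhibition above the mean of all tested compounds plus 3 SD, cut at about 24% in these data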;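 note: 0% = enzyme with DMSO and 100% = wells lacking PAFAH1B2; many of its hits are not listed in these tables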
Target sequence (P68402 whole entry, looked up): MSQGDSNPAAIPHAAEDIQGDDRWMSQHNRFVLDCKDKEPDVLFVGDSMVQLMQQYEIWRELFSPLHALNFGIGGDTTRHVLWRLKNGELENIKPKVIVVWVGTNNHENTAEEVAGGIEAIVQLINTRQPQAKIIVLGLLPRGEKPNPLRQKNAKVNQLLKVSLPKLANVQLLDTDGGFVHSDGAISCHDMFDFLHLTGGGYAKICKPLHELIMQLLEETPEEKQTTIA
* = called active by the depositor. These rows are one share of the data, so the mix of outcomes need not match the whole.

No.	compound	PAFAH1B2 FP inh
1	O=C1NCCN(CC2CCN(CCc3ccc(Cl)c(Cl)c3)CC2)C1=O	-0.1
2	CN(C(=O)c1ccc(NC(=O)Cc2ccc(NC(=O)C3CCN(C(=O)C4CCC4)CC3)cc2)cc1)C1CCCC1	8.1
3	O=C1CCC[C@@H]2Cc3nc4ccc(O)cc4cc3[C@@H]3CCN1[C@H]23	2.5
4	CSc1cccc(NC(=O)C2CCCN(S(=O)(=O)c3cnc[nH]3)C2)c1 (centres undefined)	1.1
5	COc1ccc(OC)c(C(=O)c2ccc([N+](=O)[O-])cc2)c1	4.4
6	CCN(c1ccccc1)S(=O)(=O)c1ccc(Oc2ccccc2)c(N)c1	2.7
7	Cc1ncc(NS(=O)(=O)c2ccc(N)cc2)nc1C	-0.5
8	O=C(NC1CCCCC1)c1cccc(N2C(=O)CCC2=O)c1	4.0
9	Cc1ccc(C(=O)N2[C@@H]3CN(C)C(=O)[C@@]2(Cc2ccccc2)[C@H]2C(=O)N(Cc4ccccc4)C(=O)[C@@H]32)cc1	3.4
10	CCOC(=O)c1sc(=S)[nH]c1C	2.7
11	Oc1ccc(Cl)cc1Sc1cc(Cl)ccc1O	1.9
12	Cc1ccc(NC(=O)CN(C)C(=O)c2cc(-c3ccccc3)nn2-c2ccccc2)cc1	7.3
13	CN(C)CC1(C)Cc2ccsc2C1O (centres undefined)	7.1
14	Cc1ccc(C)c(OCCC(=O)OCc2csc(CC(=O)Nc3ccccc3C)n2)c1	-3.5
15	CC(COc1ccccc1)OC(=O)Nc1ccccc1 (centres undefined)	5.4
16	Cc1nn(Cc2ccc(Cl)cc2Cl)c(C)c1NC(=O)c1nc2n(n1)C(C(F)F)CC(C)N2 (centres undefined)	0.7
17	C=CCN1C(c2ccc(Br)cc2)=CS/C1=C(\C#N)c1nnc(N2CCOCC2)n1-c1ccccc1	5.9
18	O=C(c1ccccc1)c1ccccc1C(=O)N1CCN(Cc2ccccc2F)CC1	-2.4
19	O=C(Nc1ccc(C(=O)N2CCOCC2)cc1)C1CCC1	3.7
20	COc1cc(C(=O)OCC(=O)NCCC2=CCCCC2)cc(OC)c1OC	3.5
21	CC(C)N(C)C1=CC(=O)C(N(C)C(C)C)=CC1=O	6.3
22	O=S(=O)(c1ccccc1)N(c1ccccc1)S(=O)(=O)c1ccccc1	4.2
23	CN1CCN(S(=O)(=O)c2ccc(C3CCCCC3)cc2)CC1	2.6
24	O=C1CCCC2=C1C(c1ccsc1)CC(=O)N2c1nnc(SCc2ccccc2)s1 (centres undefined)	1.8
25	O=C(Nc1ccc(Cl)cc1)OCCN1CCOCC1	6.5
26	O=C(NNc1ccc([N+](=O)[O-])cc1)c1ccccc1F	2.0
27	O=c1c2ccccc2sc2ccccc12	2.9
28	C=C1C(=O)C23C(O)C1CCC2C12CCCC(C)(COC(C)=O)C1C(O)C3(O)OC2 (centres undefined)	0.1
29	C=C[C@]12CC[C@H](OC(C)=O)CC1=CCC1C2CC[C@@]2(C)C1CCC21OCCO1 (some centres undefined)	0.0
30	N#CC(=Cc1ccncc1)c1ccccc1	5.0
31	CC(C)(C)S(=O)N1Cc2cn(Cc3ccccc3)c(=O)cc2[C@@H]1CCO (some centres undefined)	4.8
32	COc1cc(N2C(=O)C=CC2=O)ccc1N1C(=O)C=CC1=O	2.5
33	O=C(Cc1ccccc1)N/N=C\c1ccc(Br)o1	5.9
34	O=C(C=Cc1ccc2c(c1)OCO2)OCC=Cc1ccc2c(c1)OCO2	1.6
35	c1csc(CCCN2CCCCC2)c1	4.0
36	COc1cc(O)c(C(C)=O)c2c1C=CC(C)(C)O2	5.3
37	COc1cc(C2c3cc4c(cc3CC3COC(=O)N32)OCO4)cc(OC)c1OC (centres undefined)	1.7
38	CC(=O)Nc1ccc2c(c1)C(=O)c1cccc(C(=O)O)c1-2	1.9
39	Cc1ccc(-c2csc(C(C#N)=C(O)CN3CCN(C(=O)c4ccco4)CC3)n2)cc1	5.5
40	CN1CC[C@@H]2C(=O)N3CCc4ccc(-c5ccc6c(c5)OCO6)cc4[C@@H]3C[C@@H]21	4.5
41	CCCn1c(N)c(N(CCOC)C(=O)c2ccc(S(=O)(=O)N3CCOCC3)cc2)c(=O)[nH]c1=O	-8.1
42	Cc1c(NC(=O)c2cccc(S(=O)(=O)N(C)c3ccccc3)c2)c(=O)n(-c2ccccc2)n1C	3.0
43	CN(Cc1ccccc1)C(=O)c1ccc(NC(=O)Cc2ccc(NC(=O)C3CCCN(C(=O)C4CCCCC4)C3)cc2)cc1 (centres undefined)	2.3
44	COc1ccc(Cl)c2sc(N(CCN(C)C)C(=O)C3=COCCO3)nc12	-1.6
45	Cc1cn(CC(=O)NCc2ccc3c(c2)OCO3)c(=O)[nH]c1=O	4.2
46	O=C1NC(=S)SC1=Cc1ccc2c(c1)OCO2	2.0
47	O=C(NCCCO)c1ccc2nc(-c3ccco3)c(-c3ccco3)nc2c1	18.1
48	NN=C(NN=Cc1ccccc1)c1ccccc1	4.7
49	Cn1c(=O)c2[nH]c(C=Cc3ccc4c(c3)OCO4)nc2n(C)c1=O	2.4
50	COc1ccc(CNC(=O)C(c2ccncc2)N(C(=O)Cc2cccs2)c2ccccc2)cc1 (centres undefined)	2.0
51	CC(C)CC1NC(=O)N(CC(=O)Nc2ccc(OC(F)F)cc2)C1=O (centres undefined)	2.9
52	CC1(C)c2ccccc2-c2nc3ccccc3cc2C1N1CCOCC1 (centres undefined)	1.4
53	Cn1c(=O)c2c(n(Cc3ccccc3)c1=O)NC(=O)C2CC(=O)N1CCc2ccccc2C1 (centres undefined)	4.1
54	Oc1cccc(CN2CCOCC2)c1O	3.9
55	CCOC(=O)N1C2CCC(C2)N1C(=O)OCC	-2.5
56	Cc1ccc(S(=O)(=O)NN=Cc2cc(Cl)ccc2O)cc1	6.7
57	O=C(Cc1cccc(NC(=O)C2CCCN(C(=O)c3ccccc3)C2)c1)Nc1ccc(C(=O)N2CCCCC2)cc1 (centres undefined)	6.5
58	O=C(N/C(=C\c1ccc(-c2ccccc2)o1)C(=O)N1CCOCC1)c1ccccc1	6.7
59	CC(Sc1nnc(NC2CC2)s1)C(=O)Nc1ccc(N2CCOCC2)cc1 (centres undefined)	6.0
60	COc1ccc(CCC(=O)NNC(=O)c2ccccn2)cc1OC	-2.8

The listing continues:
No.	compound	PAFAH1B2 FP inh
61	O=C1OC(c2ccccc2)(c2ccc(O)cc2)c2ccccc21 (centres undefined)	9.3
62	CC(C)C[C@H]1CNC(=S)N1CC1CCCN1C[C@H](CC(C)C)N1C[C@H](Cc2ccc(O)cc2)N(CC2CCCCCC2)C1=S (some centres undefined)	-2.1
63	COc1cc(/C=N/N2C(=O)CSC2=S)cc(Br)c1O	-47.2
64	Cc1cc(NC(=O)CSCC(=O)Nc2cc(C(F)(F)F)ccc2N2CCCCC2)no1	11.1
65	Cc1sc2nc(SCC(=O)Nc3cccc(C(=O)O)c3)[nH]c(=O)c2c1C	-3.2
66	Cc1cc(C)n2nc(SC(C)C(=O)N3CCCC3)nc2n1 (centres undefined)	1.3
67	C/C(=N\Nc1ccccc1)c1cccs1	3.1
68	O=[N+]([O-])c1cccc(Cn2cnc3c(=S)nc[nH]c32)c1	2.7
69	Cc1ccc(S(=O)(=O)N2CCN(C(=O)COC(=O)COc3ccc(Cl)c(C)c3)CC2)c(C)c1	-3.5
70	CCN(CCc1ccccc1)c1ccc2c(c1)C1CC2CCN1C(=O)OCc1ccccc1 (centres undefined)	-0.2
71	CCCCN(C(=O)c1ccc(-n2nc(C)cc2C)cc1)c1c(N)n(CCC)c(=O)[nH]c1=O	0.1
72	OC1COCOC1C(O)C1OCOCC1O (centres undefined)	7.3
73	O=C1NC(=S)NC1=Cc1ccco1	8.1
74	CC(=O)c1cccc(NC(=O)C(C)OC(=O)c2cc(C)oc2C)c1 (centres undefined)	-1.3
75	CC(OC(=O)c1ccccc1C(=O)O)c1ccccc1 (centres undefined)	19.2
76	O=C(C=Cc1cccc(O)c1)c1ccccc1O	4.8
77	COc1ccccc1N(CC(=O)Nc1ccc(Br)cc1F)S(=O)(=O)c1cccs1	-5.3
78	CC1COCC(C)N1C1=C(Cl)C(=O)c2ccccc2C1=O (centres undefined)	35.2*
79	CC(C)C[C@@H](CNCC(=O)[C@H](CC(=O)O)NC(=O)c1[nH]cnc1C(=O)N[C@H](CN)CC(C)C)NC(=O)c1nc[nH]c1C(=O)N[C@@H](C)C(=O)O	-4.7
80	COc1cc(C2C3=C(COC3=O)Oc3cc4c(cc32)OCO4)cc(OC)c1OC (centres undefined)	3.4
81	C=C1[C@H](C)CN[C@H]1CCO	0.5
82	Nc1c(Cl)ncnc1Nc1ccc(C(=O)O)cc1	-2.1
83	Cc1ccc(C(=O)NNC(=O)CCC(=O)NCc2ccccc2)cc1Br	7.8
84	c1ccc(CN2CCc3[nH]c4ccccc4c3C2)cc1	-2.4
85	O=C1CN(C(=O)COC(=O)c2ccc(Cl)cc2)c2ccccc2N1	6.1
86	CC(C)N1CCN(c2ccc(S(=O)(=O)N3CCOCC3)cn2)CC1	-4.9
87	Nc1nc2ccc(Cl)cc2[nH]1	2.2
88	O=C(Nc1ccccn1)C1CCN(S(=O)(=O)c2ccc3ccccc3c2)CC1	5.4
89	Clc1ccc(C=NN2CCCCCC2)cc1Cl	4.0
90	O=c1[nH]c2cc(Cl)c(Cl)cc2o1	3.6
91	COCCN(C(=O)COC(=O)/C=C/c1ccc(Cl)c(Cl)c1)c1c(N)n(Cc2ccccc2)c(=O)[nH]c1=O	-1.2
92	CCn1c(=O)c(C(=O)CN(C)CC(=O)Nc2ccccc2Br)c(N)n(Cc2ccccc2)c1=O	6.0
93	NC(=S)NN=C1CCCCCCCCC1	20.4
94	CC(C)C[C@@H](CN1CCCC1CN1C(=S)NC[C@@H]1Cc1ccc(O)cc1)N1C[C@H](Cc2ccc(O)cc2)N(CC2CCCCCC2)C1=S (some centres undefined)	0.3
95	CC1CC(C)CN(S(=O)(=O)c2ccc(NC(=O)CN3CCCCCC3)cc2)C1 (centres undefined)	6.1
96	CCN(CC(=O)Nc1cc(Cl)ccc1C)C(=O)CSCc1ccccc1	12.2
97	Cc1ccccc1-c1csc(N)n1	18.2
98	O=C(c1ccccc1Cl)N1CCN(C(=O)C2CCCO2)CC1 (centres undefined)	-0.9
99	Fc1ccc2nncc(SCc3ccccc3Cl)c2c1	-0.7
100	O=C1CCCC2=C1CC(C(=O)OCc1ccccc1)C(=O)N2Cc1ccccc1 (centres undefined)	3.1
101	O=C(Cc1cccc(NC(=O)C2CCN(C(=O)C3CC3)CC2)c1)Nc1cccc(C(=O)N2CCCCC2)c1	0.1
102	CCOC(=O)c1[nH]c(=S)[nH]c1C	6.1
103	CC(=O)N1Cc2ccccc2CC1C(=O)OCC(=O)c1c(N)n(C)c(=O)n(C)c1=O (centres undefined)	1.1
104	O=[N+]([O-])c1ccc(NN=Cc2ccccc2O)nc1	6.7
105	Cc1ccccc1C(=O)N1CCC(C(=O)Nc2ccc(S(=O)(=O)N3C(C)CCCC3C)cc2)CC1 (centres undefined)	0.9
106	Cc1cc(C)n2c(SCC(O)=C(C#N)c3nc4ccccc4[nH]3)nnc2n1	2.2
107	CN(C)CCCN=c1cc(-c2ccccc2)oc2ccc(Cl)cc12	-2.6
108	CC(C)C[C@H]1CNC(=O)C(=O)N1CC1CCN(CCC(C)(C)C)CC1	2.0
109	Cc1cc2c(cc1C)NC(C)CC(=O)N2 (centres undefined)	2.2
110	Cn1nc(C(=O)Nc2cccc(S(=O)(=O)N3CCCCC3)c2)c2ccccc2c1=O	0.5
111	Cc1sc2ncnc(N3CCC(C(=O)Nc4cc(C(F)(F)F)ccc4OCC(F)(F)F)CC3)c2c1C	2.7
112	CC(=O)c1cc(C)c(OCc2cn(CC(=O)c3ccc(O)cc3)nn2)c(C)c1	5.3
113	Cc1ccc(-n2ncc3c(=O)[nH]c(SCC(=O)N4CCC(C)CC4)nc32)cc1C	2.4
114	N[C@@H](Cc1ccc(F)cc1)C(=O)O	1.7
115	COc1ccc(Cl)cc1NC(=O)CN(C)CC(=O)Nc1ccc2c(c1)OCO2	3.5
116	COc1ccc(NS(=O)(=O)c2cccc(C(=O)NNC(=O)CNC(=O)c3ccccc3Cl)c2)cc1	-4.2
117	O=[N+]([O-])c1cccc(COc2cccc(CO)c2)c1	5.2
118	CC(=O)N1CCc2ccc([N+](=O)[O-])cc21	7.8
119	CC(OC(=O)c1c2c(nc3ccccc13)/C(=C\c1ccc3c(c1)OCO3)CCC2)C(=O)Nc1ccc(S(N)(=O)=O)cc1 (centres undefined)	9.3
120	Oc1cc(O)c(CN2CCOCC2)cc1CN1CCOCC1	4.0

Given with each value named: part of the list above.
#114 N[C@@H](Cc1ccc(F)cc1)C(=O)O
  PAFAH1B2 FP inh: 1.7

#115 COc1ccc(Cl)cc1NC(=O)CN(C)CC(=O)Nc1ccc2c(c1)OCO2
  PAFAH1B2 FP inh: 3.5

#116 COc1ccc(NS(=O)(=O)c2cccc(C(=O)NNC(=O)CNC(=O)c3ccccc3Cl)c2)cc1
  PAFAH1B2 FP inh: -4.2

#117 O=[N+]([O-])c1cccc(COc2cccc(CO)c2)c1
  PAFAH1B2 FP inh: 5.2

Next entries follow.
No.	compound	PAFAH1B2 FP inh
121	CCCCNc1ncnc2[nH]ncc12	3.4
122	CCOC(=O)c1ccc(N2Cc3ccccc3C2=NC(=O)c2ccncc2)cc1	1.7
123	COCC(=O)N(C)[C@H]1C[C@H]2c3cc(N4CCN(C)CC4)ccc3CCN2C(=O)[C@H]1[C@H](C)O	0.0
124	COc1ccc(S(=O)(=O)N2CCc3ccccc32)cc1C(=O)Nc1cc(S(C)(=O)=O)ccc1Cl	0.4
125	COc1cc(Cl)c(C)cc1NC(=O)CCN1C(=O)NC(C)(C)C1=O	-3.6
126	CCOC(=O)CC1=C(C(=O)OCC)C(c2ccncc2)C(C#N)=C(N)O1 (centres undefined)	-0.9
127	CCCCCC(=O)Nc1cc(S(=O)(=O)N2CCCCC2)ccc1N1CCCCC1	1.8
128	CCCCn1cnc2c(SCc3ccccn3)nc(N)nc21	-0.8
